Source: PubChem BioAssay (several laboratories)
UBC9 SUMO inh – SUMOylation inhibition; P63279; HTRF SUMOylation assay, SAE1/SAE2 + UBC9, in vitro; inhibition, % at 35 µM; 290,000 tested, 0.36% active; in the data active = inhibition above about 50%, passing the limit was not always enough; note: strong numbers were not always called active
Target sequence (P63279 whole entry, looked up): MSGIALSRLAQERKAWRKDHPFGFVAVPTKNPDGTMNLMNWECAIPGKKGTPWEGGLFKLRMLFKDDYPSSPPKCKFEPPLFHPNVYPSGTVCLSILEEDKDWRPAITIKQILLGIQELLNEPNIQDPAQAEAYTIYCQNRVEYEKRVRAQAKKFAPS
IMP-1 inh – inhibitors of Pseudomonas aeruginosa IMP-1 metallo-beta-lactamase | 290,000 tested, 0.45% active | inhibition, % at 5.6 µM | purified IMP-1, nitrocefin hydrolysis, epi-absorbance fluorescence;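 active = inhibition above the mean plus 3 SD of all compounds in the same screening run, cut at about 4.5% in these data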;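 note: 0% = IMP-1 with DMSO and 100% = DMSO wells lacking enzyme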
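System: Purified IMP-1 | Read-out basis: Percent enzyme inhibition | Controls: IMP-1 with DMSO as 0%, enzyme-free DMSO as 100% | Replicates: One well per compound | Doses: 5.6 µM nominal single concentration | Detection: Epi-absorbance fluorescence, 480 nm excitation, 530 nm emission | Incubation: 25 °C, 15 min preincubation, 25 min reaction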
VIM-2 inh – inhibitors of Pseudomonas aeruginosa VIM-2 metallo-beta-lactamase | purified VIM-2, nitrocefin hydrolysis, epi-absorbance fluorescence | inhibition, % at 5.6 µM | 290,000 tested, 0.89% active | AID 1527;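 active = inhibition above the mean of all tested compounds plus 3 SD, cutoff set per screening run, cut at about 7.5% in these data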;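 note: red hydrolysis product quenches plate fluorescence so inhibitors raise well fluorescence; 0% = enzyme with DMSO and 100% = DMSO without enzyme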
NALP1 inh – inhibitors of NALP1 inflammasome in yeast | S. cerevisiae NALP1/ASC/caspase-1 growth, X-gal OD620, 72 h | 280,000 tested, 0.61% active | inhibition, % at 10 µM; in the data active = inhibition mostly above about 24%, no sharp cut-off; inactive = mostly below about 32%; note: some compounds called inactive have numbers as strong as hits
FID counter – fluorescent intercalator displacement, NS3 helicase counter-screen; 290,000 tested, 0.17% active; DNA fluorescent intercalator displacement, fluorescence; inhibition, % at 7.9 µM; AID 1845; in the data active = inhibition above about 37%;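 note: 0% = vehicle and 100% = reference compound; higher means more ethidium bromide displaced from hairpin DNA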
MEKK2 WT-MEK5 – raises or lowers MEK5 binding to wildtype human MEKK2 PB1 domain; bead flow cytometry, Alexa488-MEK5 binding to MEKK2 WT; actives lie on both sides; Q9Y2U5; 290,000 tested, 1.1% active; binding response (% of control), % at 10 µM; in the data active = binding response below about 67% or above about 130%
MEKK2mut PB1 HTS – signal of MEK5 binding to mutant human MEKK2 PB1 domain | bead flow cytometry, Alexa488-MEK5 binding to MEKK2 mutant | percent response, % at 10 µM | 290,000 tested, 0.35% active | AID 1530; in the data active = percent response above about 24%, passing the limit was not always enough; note: inactives centre near 1; some results filed as inactive read as strong as hits
PfM18AAP inh – PfM18AAP enzyme inhibition; recombinant PfM18AAP, H-Glu-NHMec fluorogenic cleavage; AID 1822; 290,000 tested, 1.2% active; inhibition, % at 7.35 µM;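 active = inhibition above the campaign mean inhibition over all tested compounds plus 3 SD, cut at about 28% in these data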;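 note: 0% = plate median of test compound wells and 100% = 2 mM ZnCl2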
NS3 helicase inh – HCV NS3 helicase inhibition. NS3 helicase DNA unwinding, Cy5 molecular beacon fluorescence. inhibition, % at 10.9 µM. 290,000 tested, 0.56% active;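 active = inhibition above the mean of all tested compounds plus 3 SD, set per campaign, cut at about 35% in these data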;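 note: 0% = DMSO wells and 100% = thioflavine S control wells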
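Material: hepatitis C virus NS3 helicase domain fragment enzyme; measured by: Cy5 fluorescence, 0 and 60 min reads; control set: DMSO and thioflavine S; incubation: 60 min unwinding reaction at 25 °C after ATP addition; read-out basis: % inhibition from 60/0 min fluorescence ratio, DMSO 0%, thioflavine S 100%; repeats: singlicate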
Numbers without * were called inactive; . = no result given. This is a random part of the collection; about 4.7% have a hit in one of these screens.

entry | compound | UBC9 SUMO inh | IMP-1 inh | VIM-2 inh | NALP1 inh | FID counter | MEKK2 WT-MEK5 | MEKK2mut PB1 HTS | PfM18AAP inh | NS3 helicase inh
1 | CCCC(c1nnnn1Cc1ccco1)N1CCN(c2cc(Cl)ccc2C)CC1 (stereo not drawn) | 25 | -4.1 | -1.7 | 15 | -23 | 109 | 8 | -4 | -8
2 | CC(=O)C1=C(O)C(=O)N(CCCn2ccnc2)C1c1ccc(C)cc1 (stereo not drawn) | 3 | -1.1 | -4.6 | 4 | 1 | 105 | 6 | -1 | -5
3 | O=C(CCCn1c(=S)[nH]c2ccc(Br)cc2c1=O)NCC1CCCO1 (stereo not drawn) | -2 | -3.8 | -3.0 | -9 | -8 | 86 | -8 | 4 | 26
4 | c1c2c(cc3sc(N4CCOCC4)nc13)OCCO2 | 1 | -3.0 | -2.5 | . | -5 | 95 | 0 | 4 | -7
5 | CCc1nnc(NC(=O)CN2CCN(Cc3ccc(C)cc3)CC2)s1 | 6 | -2.5 | -3.6 | 5 | 0 | 104 | 5 | 3 | 6
6 | C=CCNCc1cccn1-c1ccccc1 | 16 | -3.6 | -1.4 | 11 | 7 | 97 | 0 | -4 | 5
7 | CCOc1ccc(NC(=O)CN2CC(c3ccccc3)CC2=O)cc1 (stereo not drawn) | -8 | -3.0 | -6.6 | 29 | -20 | 100 | 1 | 1 | 6
8 | Cc1ccc(N(Cc2cc3ccc(C)cc3[nH]c2=O)S(C)(=O)=O)c(C)c1 | -11 | -2.2 | -1.0 | -5 | -32 | 104 | 3 | 2 | 10
9 | COc1ccc(-n2c(Cc3cccn3C)nnc2SCC(=O)Nc2nccs2)cc1 | -7 | -2.3 | 0.0 | 2 | -27 | 98 | -2 | 4 | 3
10 | CCCCNC(=S)NNC(=O)c1csc(CC)c1 | 4 | -1.7 | -3.5 | -15 | -2 | 115 | 5 | 9 | 6
11 | COc1ccccc1CC(=O)N1CCN(c2ccccc2)CC1 | 7 | 1.0 | -1.2 | 23 | -18 | 100 | 0 | -1 | 1
12 | COc1ccc(Cl)cc1N1C(=O)C2CCCN2C1c1cccc(F)c1 (stereo not drawn) | 4 | 0.0 | 0.1 | 25 | -5 | 94 | -1 | -12 | -3
13 | CN(C)C(=O)c1cc(C(=O)c2ccccc2F)c[nH]1 | 0 | -0.3 | -1.0 | 12 | -2 | 105 | 7 | -2 | -10
14 | c1ccc(Cn2nnc3c(NCc4ccc5c(c4)OCO5)nc(C4CC4)nc32)cc1 | 24 | -3.1 | -5.1 | 23 | -1 | 103 | 3 | -2 | 0
15 | O=C(NNc1cccc(Cl)n1)Nc1ccccc1Cl | -6 | -2.1 | -0.7 | -6 | -6 | 102 | 2 | 50* | -3
16 | O=C(Cc1ccccc1)NCC(=O)N1CCC1 | -4 | -1.8 | -1.4 | 19 | -3 | 100 | -4 | -3 | 6
17 | COc1cc(NC(=S)NC(=O)c2ccccc2C)ccc1NC(=O)c1cccs1 | -4 | 0.7 | -5.2 | 24 | -9 | 99 | 2 | 3 | -6
18 | CCOC(=O)c1ccc(NC(=S)N(Cc2cccnc2)Cc2ccco2)cc1 | 3 | -2.7 | -0.7 | 2 | -24 | 104 | 0 | 3 | 2
19 | Cn1cc(S(=O)(=O)N2CCN(c3ccccc3)CC2)c(=O)n(C)c1=O | 20 | -0.1 | -0.2 | 27 | -4 | 112 | 15 | -10 | 11
20 | O=C(NCC1CCCN(Cc2ccc3nonc3c2)C1)c1cccc(C(F)(F)F)c1 (stereo not drawn) | 11 | -1.2 | -2.0 | 8 | 7 | 103 | -7 | -7 | -2
21 | CCC1CCCCN1C(=O)c1cccc(S(=O)(=O)Nc2cc(C(F)(F)F)ccc2Cl)c1 (stereo not drawn) | -2 | -3.2 | -4.2 | 27 | -48 | 104 | -2 | -1 | 13
22 | COc1ccc(N(CC(=O)N2CCc3ccccc3C2)S(=O)(=O)c2c(C)nn(C)c2C)cc1 | 4 | -1.2 | 1.8 | -3 | -36 | 101 | 5 | -2 | -15
23 | COC(=O)C1C2C=CC3(CN(C(C)c4ccc(OC)cc4)C(=O)C13)O2 (stereo not drawn) | -6 | -0.7 | -3.3 | 15 | 2 | 106 | 2 | 0 | 0
24 | O=C1CCS/C(=N\N=C\c2ccc(Cl)cc2Cl)N1 | 3 | -1.6 | -4.1 | 7 | -6 | 105 | 3 | 24 | 0
25 | O=C(COc1ccccc1Cl)N(Cc1cccs1)C1CCS(=O)(=O)C1 (stereo not drawn) | -4 | -2.9 | -2.1 | -14 | -24 | 96 | -4 | 4 | -4
26 | Cc1cc(C)c2cc(C(=O)Nc3ccccc3)[nH]c2c1 | -8 | 2.2 | -0.9 | 4 | -4 | 90 | -16 | 4 | 10
27 | O=S(=O)(Nc1ccc2[nH]ncc2c1)c1ccccc1Cl | 1 | -2.8 | 0.2 | 17 | -5 | 97 | -4 | 6 | 3
28 | O=C(NCC1CCCO1)c1cc(-c2ccc(F)cc2)no1 (stereo not drawn) | 5 | -1.9 | -0.7 | 8 | -4 | 102 | 0 | -5 | 3
29 | CC1(c2ccc(OC(F)F)cc2)NC(=O)N(CC(=O)NC2CCCCC2)C1=O (stereo not drawn) | 12 | -2.1 | 0.2 | 3 | -9 | 98 | 4 | 0 | -7
30 | O=C(Nc1ccc(Nc2ccccc2)cc1)N1CCOCC1 | -2 | -5.6 | -2.0 | -2 | -1 | 97 | -1 | 1 | -13
31 | N#CCCN(CC(=O)O)S(=O)(=O)c1ccccc1 | -24 | -4.6 | -3.0 | 22 | 6 | 102 | 4 | -1 | 4
32 | COc1cccc(N2CCN(c3ncnc4c3[nH]c3ccccc34)CC2C)c1 (stereo not drawn) | -14 | -3.3 | -4.8 | -52 | -10 | 117 | 5 | 7 | -15
33 | CCCCN(CC)CCNC(=O)CCC(=O)Nc1ccc2nc(N3CCN(C)CC3)cc(C)c2c1 | 27 | -0.8 | 7.8* | 36* | 41* | 112 | 3 | 4 | -1
34 | CCN(CC)S(=O)(=O)c1ccc(C(=O)OCC(=O)Nc2sc3c(c2C#N)CCCCC3)cc1 | -14 | 3.5 | -1.7 | 14 | -12 | 98 | 1 | 4 | -1
35 | Nc1c(NCCc2ccccc2)c2ccccc2oc1=O | 7 | -0.8 | -0.9 | 4 | -3 | 93 | -8 | 6 | 0
36 | O=C(CSCc1nc2c(nnn2Cc2ccc(F)cc2)c(=O)[nH]1)Nc1c(Cl)cc(Cl)cc1Cl | 14 | -1.7 | 0.1 | 12 | 3 | 99 | 1 | -6 | 1
37 | O=C(N=C1SC2CS(=O)(=O)CC2N1c1cccc(Cl)c1)C1CCCO1 (stereo not drawn) | 1 | -1.6 | -1.9 | -2 | -7 | 97 | -3 | -2 | 2
38 | COc1ccc(F)cc1S(=O)(=O)N1CCN(C(=O)c2ccco2)CC1 | 19 | -0.7 | 0.6 | 22 | -2 | 98 | 0 | -1 | 5
39 | NC(=O)N/N=C/c1cn(-c2ccccc2)nc1-c1cccnc1 | 18 | -4.3 | -1.7 | 20 | -8 | 104 | -5 | -3 | 1
40 | c1ccc(Cc2ccc(OCCCNC3CCCC3)cc2)cc1 | 5 | -1.7 | -2.8 | 27 | 23 | 138* | 13 | -9 | -44
41 | N#C/C(=C\c1ccc(Cl)cc1)c1nc2ncccc2[nH]1 | 8 | 0.3 | -1.0 | 6 | 0 | 110 | 21 | 15 | 22
42 | Cc1cccc(NC(=O)c2cccc3c2-c2ccccc2C3=O)n1 | 12 | -2.1 | -1.1 | 9 | -13 | 110 | 9 | 2 | -2
43 | Cc1cc(NC(=O)c2ccco2)ncc1NC(=O)Cc1ccccc1 | -4 | -2.6 | -2.9 | 19 | -4 | 102 | 5 | -5 | -12
44 | COc1ccc(NC(=O)Cn2nnc(C(=O)NCc3cccs3)c2N)cc1 | 6 | -0.4 | -0.3 | 13 | -3 | 104 | 3 | -3 | -9
45 | Cc1ccc(CNC(=O)CNS(=O)(=O)c2cccc3nsnc23)cc1 | 32 | -1.2 | 0.7 | 0 | 7 | 92 | -14 | 2 | 4
46 | CNC(=O)c1ccsc1NC(=O)c1ccc(S(=O)(=O)N2CCCc3ccccc32)cc1 | -2 | -2.6 | -1.0 | 26 | -1 | 102 | -3 | -1 | -25
47 | Cc1ccnc(N2CCC(C(=O)NNC(=O)c3ccncc3)CC2)n1 | -2 | -4.3 | -3.4 | -6 | 0 | 103 | 0 | -1 | -5
48 | O=C(NC(=S)Nc1ccc(C(=O)N2CCOCC2)cc1)c1ccc([N+](=O)[O-])cc1 | 19 | -3.5 | -2.8 | 11 | -2 | 98 | -1 | 2 | 5
49 | Cc1ccc(N2CC(C(=O)Nc3ccc(N4CCOCC4)cc3)CC2=O)cc1C (stereo not drawn) | -2 | 0.1 | -0.1 | 20 | -38 | 95 | -7 | -6 | 39*
50 | CCNS(=O)(=O)c1ccc2nc(NC(=O)c3cccnc3)sc2c1 | 28 | -9.6 | -2.6 | 10 | 1 | 100 | 0 | 5 | -10
51 | COc1ccc(/C=C2/CC/C(=C\c3ccc(OC)c(OC)c3OC)C2=O)c(OC)c1OC | 14 | -1.6 | -4.6 | 27 | -17 | 94 | 1 | -2 | 5
52 | CC(C)CNC(=O)C(=O)Nc1cc2c3c(c1)CCC(=O)N3CCC2 | -1 | -1.8 | -0.6 | 19 | -32 | 104 | 2 | 0 | -9
53 | CCSc1nnc(NC(=O)COc2ccccc2)s1 | -6 | -2.1 | -4.3 | 7 | -1 | 96 | -3 | 11 | 0
54 | CN(C1CCCCC1)S(=O)(=O)c1ccc(C(=O)O)cc1 | 6 | -2.0 | -0.4 | -1 | -4 | 105 | 5 | -7 | 2
55 | CCN(CC)CCNC(=O)CCc1n[nH]c(=O)c2ccccc12 | 1 | -3.5 | 0.3 | 3 | 0 | 99 | 4 | -7 | 7

Reformatted: results already given
#31 N#CCCN(CC(=O)O)S(=O)(=O)c1ccccc1
#32 COc1cccc(N2CCN(c3ncnc4c3[nH]c3ccccc34)CC2C)c1 (stereo not drawn)
#33 CCCCN(CC)CCNC(=O)CCC(=O)Nc1ccc2nc(N3CCN(C)CC3)cc(C)c2c1
#34 CCN(CC)S(=O)(=O)c1ccc(C(=O)OCC(=O)Nc2sc3c(c2C#N)CCCCC3)cc1
#35 Nc1c(NCCc2ccccc2)c2ccccc2oc1=O
#36 O=C(CSCc1nc2c(nnn2Cc2ccc(F)cc2)c(=O)[nH]1)Nc1c(Cl)cc(Cl)cc1Cl
#37 O=C(N=C1SC2CS(=O)(=O)CC2N1c1cccc(Cl)c1)C1CCCO1 (stereo not drawn)
#38 COc1ccc(F)cc1S(=O)(=O)N1CCN(C(=O)c2ccco2)CC1
#39 NC(=O)N/N=C/c1cn(-c2ccccc2)nc1-c1cccnc1
entry no.	31	32	33	34	35	36	37	38	39
UBC9 SUMO inh	-24	-14	27	-14	7	14	1	19	18
IMP-1 inh	-4.6	-3.3	-0.8	3.5	-0.8	-1.7	-1.6	-0.7	-4.3
VIM-2 inh	-3.0	-4.8	7.8*	-1.7	-0.9	0.1	-1.9	0.6	-1.7
NALP1 inh	22	-52	36*	14	4	12	-2	22	20
FID counter	6	-10	41*	-12	-3	3	-7	-2	-8
MEKK2 WT-MEK5	102	117	112	98	93	99	97	98	104
MEKK2mut PB1 HTS	4	5	3	1	-8	1	-3	0	-5
PfM18AAP inh	-1	7	4	4	6	-6	-2	-1	-3
NS3 helicase inh	4	-15	-1	-1	0	1	2	5	1
